# mHTT-CaM PPI inh – inhibitors of human mutant huntingtin-calmodulin interaction | hit rate 3.6% among 190,000 | AlphaScreen His-mHTT/GST-CaM binding, luminescence | inhibition, % at 15 µM | AID 1671202 | P42858;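 note: 0% = both proteins with DMSO and 100% = one protein alone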
# Pf apPOL inh – Pf-apPOL DNA polymerase inhibition; Recombinant Pf-apPOL, molecular beacon fluorescence, 1.5 h; inhibition, % at 10 µM; hit rate 0.25% among 210,000; AID 1794808
# Active calls of the source: *; x = not tested or not shown; & = joins results of further samples. Cut-off read from the data, not from the text of the source: active = inhibition above about 50%; inactive = the rest.
# Under each structure: mHTT-CaM PPI inh, Pf apPOL inh
- O=C(Nc1nc2ccccc2[nH]1)C1CCN(c2ccc(-c3cccs3)nn2)CC1
    -0.1, -12.1
- O=C(NC12CC3CC(CC(C3)C1)C2)c1cnn2c1NC(c1ccccc1)CC2C(F)(F)F (centres undefined)
    -2.0, -6.7
- Cc1nc(C)c(C#N)c(N)c1Br
    0.5, x
- O=C(NCCN1CCOCC1)C1CCN(CCCc2ccccc2)CC1
    -0.5, 3.5
- CC(C)(C)C1CC=C2C(C#N)=C(N)C(C#N)(C#N)C(c3ccccc3Cl)C2C1 (centres undefined)
    19.0, 4.7
- CCn1cc(/C=C2\C(=O)NC(=O)N(c3ccc(F)cc3)C2=O)c2ccccc21
    8.0, -4.0
- CCCc1c(C)[nH]c2nc3ccccc3n2c1=O
    -0.5, -10.9
- O=C1CSC(c2ccc(Cl)cc2Cl)N1C1CCCCC1 (centres undefined)
    -21.0, 3.0
- CC(C)C(C(=O)Nc1cccc(Cl)c1)N1C(=O)c2ccccc2C1=O (centres undefined)
    -1.0, 12.2
- COc1cccc(-c2cc(CNC(=O)C3CC3)no2)c1
    -18.8, -7.6
- Cc1ncc(C23CC4CC(CC(C4)C2)C3)[nH]1
    -5.1, -7.5
- O=[N+]([O-])c1ccc(N2CCN(S(=O)(=O)c3ccccc3)CC2)cc1NCCN1CCOCC1
    5.4, -10.3
- COc1ccc(NC(=O)c2ccc([N+](=O)[O-])o2)c(OC)c1
    6.8, -23.9
- COc1cc(/C=C/c2[nH]c(=O)[nH]c(=O)c2[N+](=O)[O-])cc(OC)c1O
    8.2, 1.6
- O=C1OC(c2ccc([N+](=O)[O-])cc2Cl)=N/C1=C\c1cc(Br)cs1
    0.0, 1.5
- CC(C)Oc1ccc(C(=O)NCCC(=O)O)cc1
    3.1, 4.0
- CCOc1ccc(NS(=O)(=O)c2ccc(Cl)c(C)c2Cl)cc1
    -5.0, -3.4
- Cc1ccccc1-c1cncc(CN2CCC(C(N)=O)CC2)c1
    12.7, -0.6
- C=CCOc1ccccc1/C=C(\C#N)c1nc2ccccc2[nH]1
    -3.1, 7.3
- CC(C)c1ccc(N2CC(C(=O)N(C)C(C)C)CC2=O)cc1 (centres undefined)
    21.8, -8.7
- COc1ccc(-n2nc3cc(C)c(NC(=O)c4cc(OC)c(OC)c(OC)c4)cc3n2)cc1
    1.0, -2.0
- O=C(Nc1ccccc1O)c1ccc2c(c1)C(=O)N(N1C(=O)c3ccccc3C1=O)C2=O
    2.8, 1.9
- Cc1cc2c(c(=O)o1)C1(C(=O)Nc3ccc([N+](=O)[O-])cc31)C(C#N)=C(N)O2 (centres undefined)
    6.0, -3.0
- CCc1nccn1Cc1nc(-c2ccc(Br)cc2)no1
    7.7, -10.1
- CC1CN(C(=O)c2cn3c(n2)CCC(c2cccc(F)c2)C3)CC(C)O1 (centres undefined)
    17.9, -3.3
- O=C(CC(c1ccccc1)c1ccccc1)Nc1cccc(-c2ccc3nncn3n2)c1
    40.4, 3.4
- CCc1[nH]nc2c1C1(CCOCC1)C(C#N)=C(N)O2
    0.3, x
- CCCCOc1ccccc1NS(=O)(=O)c1cccc([N+](=O)[O-])c1
    -2.8, -10.5
- Cc1ccc(S(=O)(=O)NC(=NCC(=O)O)c2ccccc2)cc1
    2.0, -7.4
- O=C(c1cccs1)n1ccc(-c2ccc3c(c2)CCO3)n1
    x, -0.4
- O=C(COc1ccccc1[N+](=O)[O-])Nc1ccccc1C(F)(F)F
    1.0, 3.0
- c1ccc(CCc2c[nH]c3ccccc23)nc1
    x, -8.7
- CC1(C)CC(=O)C2=C(C1)Nc1ccccc1N(C(=O)C(F)(F)F)C2c1cccc(O)c1 (centres undefined)
    4.0, -8.2
- CCC1CCCCN1S(=O)(=O)c1ccc(Cl)c(OC)c1 (centres undefined)
    -30.7, -2.9
- O=C(NCc1ccccc1Cl)C1CCN(c2nnc(-c3ccccc3)o2)CC1
    -4.3, -0.5
- CCOc1ccccc1N1C(=O)c2ccc(C(=O)Nc3cccnc3)cc2C1=O
    26.0, -4.2
- Cc1ccc(CNC(=O)COc2cc(C)nc(N3CCC(C)CC3)n2)cc1
    -5.4, -0.5
- CCOc1ccccc1N(CC(=O)NCC1CCCO1)S(=O)(=O)c1ccc(C)cc1 (centres undefined)
    23.7, -3.9
- Cc1ccccc1-n1nc(C(=O)Nc2ccc(F)cc2)nc1C
    -2.6, -3.7
- Cc1oc(C(C)(C)C)cc1C(=O)NC1Cc2ccccc2C1
    x, -3.2&1.8
- Cc1c(C(=O)Nc2ccc(N3CCOCC3)c(Cl)c2)cccc1[N+](=O)[O-]
    0.8, 0.2
- Cc1ccc(Cl)cc1N1CCN(CC(O)COC2CC3CCC2(C)C3(C)C)CC1 (centres undefined)
    19.4, -6.1
- Nc1nnc(SCC(=O)Nc2cccc([N+](=O)[O-])c2)s1
    -3.2, -8.8
- CC(=O)NC1C(OCC2OC3OC4(CCCCC4)OC3C3OC4(CCCCC4)OC23)OC(COC(C)=O)C(OC(C)=O)C1OC(C)=O (centres undefined)
    26.9, -6.2
- COc1ccc(/C=C2\N=C(c3ccc(OC)cc3)OC2=O)cc1
    4.0, -3.8
- CC(C)(C)c1noc(-c2ccc(=O)n(Cc3cccc(Cl)c3)n2)n1
    -12.8, -3.7
- CCOc1cc(Cl)c(S(=O)(=O)N2CCN(CCO)CC2)cc1Cl
    -7.4, -8.2
- CC(=O)Nc1cccc(-c2nnc(-c3ccco3)o2)c1
    2.6, -2.9
- CN(C)CCCn1cccc1C=O
    -0.1, -1.2
- O=S1(=O)c2ccc(N3CCN(Cc4ccccc4F)CC3)cc2Oc2ccccc2CN1Cc1cn(Cc2ccc(F)cc2)nn1
    5.4, -8.6

# (continued)
# Under each structure: mHTT-CaM PPI inh, Pf apPOL inh
- CCN(C)C1=Nc2ccccc2Oc2ccc(NC(C)=O)cc21
    6.6, -2.2
- CN1OCC(S(=O)(=O)NC2CCCCC2)C1c1ccccc1Cl (centres undefined)
    -3.1, 0.4
- Cc1noc(C2CN(C(=O)NCc3cccc(F)c3)CC23CCOCC3)n1 (centres undefined)
    -5.6, -2.5
- COc1ccc(Cl)cc1C(=O)Nc1cccc(-c2nc3ncccc3o2)c1
    8.0&-0.7, -4.0&2.5
- Cc1ccc(C(=O)Nc2ccc3c(c2)CCC(=O)N3)s1
    3.1, -3.8
- CCC(C)NC(=O)C1c2ccccc2C(=O)N1C1CC1 (centres undefined)
    -2.0, -4.4
- CCN(CC)c1ccc(N=Cc2cccc(OC)c2O)cc1
    13.0, 4.6
- COc1ccc(S(=O)(=O)N2CCCCC2C(=O)O)cc1 (centres undefined)
    -4.4, -6.5
- Cn1[nH]c(=O)cc1C(=O)NN=Cc1ccc(Cl)cc1
    x, -6.2
- CC(=O)c1csc(-c2ccccc2)n1
    x, -9.2
- O=C(NC(NCc1ccccc1)C(Cl)(Cl)Cl)c1ccc([N+](=O)[O-])cc1 (centres undefined)
    2.0, -2.6
- Cc1cc(Br)cc(C)c1NC(=O)COc1ccc([N+](=O)[O-])cc1
    -12.2, 21.8
- COc1ccc(CNC(=O)C2CCN(c3nnc(-c4ccc(OC)cc4)o3)CC2)cc1
    28.1, -1.1
- COc1ccc(NC(=O)C2CC(=O)N(c3ccc(Oc4ccccc4)cc3)C2)cc1 (centres undefined)
    3.8, -0.4
- COc1cc(NC(=O)c2ccccc2)c(Cl)cc1NC(=O)c1cccs1
    -0.1, -5.4
- CC1CCc2onc(C(=O)Nc3cccc(Cl)c3)c2C1 (centres undefined)
    -6.4, -0.7
- Cn1c(=O)c(-c2ccc(C(=O)Nc3ccc(Cl)cc3F)cc2)nc2cccnc21
    -1.2, 3.0
- COc1ccc(CCNC(=O)C(=O)NC2CC2)cc1
    -2.7, -0.4
- CCN1CCN(CCCNC(=O)c2oc3ccc(S(=O)(=O)N4CCOCC4)cc3c2C)CC1
    -10.0, -5.4
- COc1ccc(S(=O)(=O)N2CCC(CN3CCC(C)CC3)CC2)cc1OC
    -9.6, -0.7
- CCc1nnc(-c2cccn2CC(=O)Nc2ccc(F)cc2F)o1
    -1.7, 2.8
- Cc1cccc(OCC(=O)N2CCN(c3cccc(Cl)c3)CC2)c1C
    3.9, 1.7
- Cc1ccc(-n2nc3cc(Cl)c(NC(=O)c4cccnc4)cc3n2)cc1
    -1.4, 2.7
- O=C(CC1Sc2ccccc2NC1=O)Nc1cc(C(F)(F)F)ccc1Cl (centres undefined)
    -6.0, -4.3
- COc1ccccc1-n1nc(C(=O)Nc2ccc(F)cc2)c2ccccc2c1=O
    0.0, -7.4
- Cc1cccc(Nc2nc3nonc3n3cnnc23)c1C
    10.0, -5.3
- Cc1ccc(-n2cccc2)c(NC(=O)C(c2ccccc2)C2CCCC2)c1 (centres undefined)
    x, -6.1
- Cc1ccc(CCNC(=O)CCS(=O)(=O)Cc2ccc(Cl)cc2)cc1
    -3.0, -13.2
- O=C(Cn1nc2c(c1NC(=O)c1cnccn1)CSC2)NCc1ccco1
    84.8*, -20.1
- O=C(O)CC(NCc1cccnc1)c1cccs1 (centres undefined)
    -1.0, 27.5
- C=C[C@@H]1c2cc(C)ccc2N(S(=O)(=O)c2ccc(C)cc2)[C@H](c2ccc(OC(C)=O)cc2)C1(C#N)C#N
    13.4, -3.5
- O=C(Nc1ccc2c(c1)OCCO2)c1cn2c(n1)CSCC2
    22.4, -5.6
- Cc1oc(C2CCN(C(=O)Nc3ccc(Cl)cc3F)CC2)nc1C(=O)N1CCCCC1
    -1.9, -5.4
- COc1ccc(C(N)CCc2ccc(C)o2)cc1 (centres undefined)
    8.3, 0.9
- NC(=O)c1ccccc1NC(=O)c1cccc(I)c1
    -7.1, -6.6
- Cc1c(C(=O)O)oc2c1C(O)CC(C)(C)C2 (centres undefined)
    5.0, 2.0
- COc1ccc(C(NC(=O)/C=C/c2ccc3c(c2)OCO3)C(=O)Nc2ccc3c(c2)OCO3)cc1 (centres undefined)
    16.0, -0.7
- CCNC(=O)N1CC=C(C(=O)Nc2cccc(C)c2)CC1
    0.6, -7.1
- O=C(/C=C/NC(O)C(Cl)(Cl)Cl)c1ccc(Br)cc1 (centres undefined)
    10.0, -3.5
- CCOc1ccc2nc(NC(=O)CCN3C(=O)c4ccccc4S3(=O)=O)sc2c1
    32.6, 5.5
- CCN(CC(=O)N1CCCc2c1c(=O)oc1ccc(O)cc21)c1ccccc1
    6.0, -3.6
- CCN(c1cccc(C)c1)S(=O)(=O)c1ccc2sc3c(=O)[nH]cnc3c2c1
    4.0, -8.4
- CC1=C(C(=O)Nc2ccccc2)C(c2ccc3c(c2)OCO3)n2ncnc2N1 (centres undefined)
    0.0, -7.8
- CNC(=O)C1CC(=O)N(C2CCCCCC2)C1 (centres undefined)
    -6.5, -0.2
- COc1cccc(CNC(=O)C2c3ccccc3CC(=O)N2C(C)C)c1 (centres undefined)
    7.5, -3.2
- Cc1ccc(CNC(=O)CN(C)S(=O)(=O)c2ccc(Br)cc2)cc1
    2.1, 1.6
- Cn1nc(-c2nc(-c3cccc(F)c3)no2)c2c1CCN(C(=O)C1CCOC1)C2 (centres undefined)
    27.7, -3.2
- COc1ccc(NC(=O)C(c2ccccc2)c2ccccc2)cc1
    -2.8, -6.2
- O=C1CC(c2ccccc2)C(=O)N1c1ccccc1 (centres undefined)
    -1.0, -7.6
- COc1cccc(-c2nc(C3CCN(C(=O)C4CCN(C(C)=O)CC4)CC3)no2)c1
    4.5, 2.7

# Remaining list, next part.
# Under each structure: mHTT-CaM PPI inh, Pf apPOL inh
- CC[N+](CC)(CC)CCOc1cccc(OCC[N+](CC)(CC)CC)c1OCC[N+](CC)(CC)CC
    x, 0.5
- COc1ccc(NC(=O)c2ccc(I)cc2)c(OC)c1
    -2.0, -4.8
- CN1C(=O)C(CC(=O)N2CCCCC2)Sc2ncccc21 (centres undefined)
    -3.9, -1.2
- NC(=O)c1c(NC(=O)c2ccc3c(c2)OCO3)sc2c1CCCCCC2
    1.0, -1.3
- CC(C)(C)c1ccc(C(=O)N2[C@H](COCc3ccccc3)C=CS2(=O)=O)cc1
    44.5, -4.2
- O=C(Nc1ccc(Cl)cc1)OCCN1CCN(Cc2ccccc2)CCC1=O
    20.2, -3.4
- O=[N+]([O-])c1ccc(S(=O)(=O)N2CCC(c3nc4ccccc4[nH]3)CC2)cc1
    5.2, -1.7
- COc1ccccc1CNC1CCN(Cc2ccccc2)CC1
    1.9, -3.0
- Cc1ccccc1C(=O)Nc1ccc(N2CCCC2)cc1
    33.5, -33.7
- O=C(Nc1ccc(C(F)(F)F)cc1)C(=O)Nc1ccc2c(c1)OCO2
    15.9, -3.2

# The final 3 records of the part above open the next one:
# Under each structure: mHTT-CaM PPI inh, Pf apPOL inh
- COc1ccccc1CNC1CCN(Cc2ccccc2)CC1
    1.9, -3.0
- Cc1ccccc1C(=O)Nc1ccc(N2CCCC2)cc1
    33.5, -33.7
- O=C(Nc1ccc(C(F)(F)F)cc1)C(=O)Nc1ccc2c(c1)OCO2
    15.9, -3.2
- CCOC(=O)c1sc2ccc(NC(=O)c3ccccc3Cl)cc2c1C
    x, -0.9
- CC1=C(C(=O)Nc2ccccc2F)C(c2ccc3c(c2)OCO3)C2=C(CCCC2=O)N1 (centres undefined)
    -10.0, -2.1
- O=C(O)c1cccc(Nc2nc(-c3ccccn3)cs2)c1
    96.0*, -4.1&-1.7
- CC(C)c1cc(C2CCCN2C(=O)c2cc(-c3ccc4c(c3)OCO4)on2)no1 (centres undefined)
    7.5, -0.9
- CCn1c(SC)nnc1-c1nn(C)c2c1CN(C(=O)CC(C)C)CC2
    -4.9, -14.3
- O=C(C=Cc1ccc2c(c1)OCCCO2)c1ccccc1OCc1ccccc1
    -2.9, -3.3
- CCOc1ccc(NC(=O)C2CCCN(c3cnn(C)c(=O)c3)C2)cc1 (centres undefined)
    3.3, -1.4
- COc1ccc([N+](=O)[O-])cc1NC(=O)c1cn(-c2ccc(F)cc2F)c(=O)c2ccccc12
    23.0, -5.6
- O=C1OC(c2ccccc2)=N/C1=C/c1cccc(Br)c1
    6.0, -1.5

# Assay outcomes from PubChem BioAssay.

# An excerpt; the hit share may differ from the screen's.
